Bioassay records as filed in PubChem.
CendR NRP1 mod – modulators of CendR peptide binding to NRP-1, primary screen, biochemical, fluorescence polarization, uHTS | FAM-RPARPAR peptide binding to NRP-1 | inhibition, % at 25 µM | 360,000 compounds, 0.85% hits;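 active means inhibition or corrected inhibition above about 18%, plus a signal ratio from 0.5 to 1.5, limit read from the data, passing the limit was not always enough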; further: strong numbers were not always called active
Tb MetRS inh – T. brucei MetRS inhibitors, primary screen, biochemical, luminescence | methionyl-tRNA synthetase (Trypanosoma brucei brucei) | inhibition, % at 11.9 µM | 360,000 compounds, 0.4% hits | purified T. brucei MetRS, ATP depletion, Kinase-Glo luminescence | AID 624268, 2012;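 active means inhibition above a per-plate cutoff of the control wells' mean inhibition plus 3 SD, cut at about 5.5% in these data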;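 further: 0% = DMSO wells median and 100% = median of wells with control inhibitor compound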
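Test system: purified T. brucei MetRS enzyme. Also added: ATP, methionine and E. coli bulk tRNA substrates. Compound: 11.9 µM single point. Schedule: 15 min enzyme-compound preincubation, 2 h reaction, 10 min detection, 25 °C. Signal: luciferase luminescence of residual ATP, Kinase-Glo. Evaluation: percent inhibition versus plate control medians. Controls: DMSO wells, low control.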
SUMO1-SIM PPI – modulators of SUMO1 protein-protein interactions, primary screen, biochemical, uHTS; inhibition, % at 20 µM; SUMO1 binding to a labelled peptide, TR-FRET, 1 h; AID 602429, 2012; 360,000 compounds, 0.33% hits; Small ubiquitin-related modifier 1 (Homo sapiens), P63165; in the data active means inhibition above about 37%
Target sequence (P63165 whole entry, looked up): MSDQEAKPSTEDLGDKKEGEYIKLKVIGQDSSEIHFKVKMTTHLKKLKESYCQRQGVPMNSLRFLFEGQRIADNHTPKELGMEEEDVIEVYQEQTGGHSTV
E coli Lon inh – inhibitors of E. coli Lon protease, primary screen, biochemical, fluorescence polarization; P0A9M0; inhibition, % at 7.94 µM; AID 602123, 2011; purified E. coli Lon protease; 360,000 compounds, 0.42% hits; in the data active means inhibition above about 13%, passing the limit was not always enough;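 further: 0% = enzyme with probe and DMSO and 100% = no enzyme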
bovine MsrA act – bovine MsrA enzyme activators, primary screen, biochemical, absorbance, HTS | 360,000 compounds, 0.3% hits | purified bovine MsrA, absorbance read-out | AID 602163, 2012 | Methionine sulfoxide reductase A (Bos taurus) | activation, % at 10.6 µM; in the data active means activation above about 7.5%;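 further: 0% = vehicle and 100% = reference activator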
MsrA inh – bovine MsrA enzyme inhibitors, primary screen, biochemical, absorbance, HTS; Methionine sulfoxide reductase A (Bos taurus); purified bovine MsrA, absorbance read-out; inhibition, % at 15.5 µM; 360,000 compounds, 0.75% hits; AID 651718, 2012; in the data active means inhibition above about 4.5%;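 further: 0% = vehicle wells with enzyme and 100% = reference inhibitor wells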
LMPTP inh – LMPTP phosphatase inhibitors, primary screen, biochemical, fluorescence intensity, uHTS; Low molecular weight phosphotyrosine protein phosphatase (Homo sapiens), P24666; recombinant LMPTP-A, OMFP fluorogenic substrate; inhibition, % at 20 µM; 360,000 compounds, 0.22% hits;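 active means compounds that cut the enzyme signal by at least half of the control window in the single-dose screen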;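 further: plate controls were DMSO wells with enzyme plus substrate for no effect and substrate without enzyme for full effect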
Target sequence (P24666 whole entry, looked up): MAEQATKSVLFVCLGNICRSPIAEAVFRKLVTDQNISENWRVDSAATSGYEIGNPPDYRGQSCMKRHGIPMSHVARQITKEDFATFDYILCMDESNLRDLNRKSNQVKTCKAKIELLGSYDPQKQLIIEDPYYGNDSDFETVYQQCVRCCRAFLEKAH
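Test system – LMPTP-A enzyme · Amount – LMPTP-A at 0.625 nM final in the reaction · Buffer or medium – Bis-Tris pH 6.0, DTT, detergent · Reagent – OMFP 400 µM · Doses – single 20 µM dose · Schedule – reaction 50 min, room temperature, dark · Detection – fluorescence intensity of OMFP turnover product · Evaluation – percent inhibition versus substrate-only and uninhibited controls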
Scp1 inh – Scp-1 phosphatase inhibitors, primary screen, biochemical, colorimetric, uHTS; Carboxy-terminal domain RNA polymerase II polypeptide A small phosphatase 1 (Homo …; Recombinant Scp1, phosphopeptide, malachite green phosphate absorbance; inhibition, % at 20 µM; 340,000 compounds, 0.88% hits; AID 493091, 2011;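 active means inhibition above about 50% at 20 µM, limit read from the data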;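 further: plate controls were DMSO wells with enzyme for no effect and wells lacking enzyme for full effect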
Target sequence (Q9GZU7 76-261 limits assumed): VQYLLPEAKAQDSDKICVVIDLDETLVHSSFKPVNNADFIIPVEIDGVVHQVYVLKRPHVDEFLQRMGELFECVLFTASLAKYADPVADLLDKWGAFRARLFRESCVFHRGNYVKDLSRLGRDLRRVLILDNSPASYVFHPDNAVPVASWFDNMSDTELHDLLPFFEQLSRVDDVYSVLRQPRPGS
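System: truncated SCP-1 phosphatase (76-261aa); medium: Tris acetate buffer pH 5.5 with MgCl2 and Tween-20; incubation: 45 min room-temperature reaction, 5 min colour, 30 min stabiliser; compound: single 20 µM dose, 1% DMSO; reagent: Phosphorylated 17-residue peptide substrate; read-out: % inhibition at 20 µM; technique: colorimetric free-phosphate detection, absorbance 630 nm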
DNMT1 inh – human DNMT1 methyltransferase inhibitors, primary screen, biochemical, molecular beacon, fluorescence, HinP1I cleavage, uHTS | 360,000 compounds, 0.83% hits | AID 588458, 2011 | inhibition (reported as % activation of signal), % at 10 µM | DNA (cytosine-5)-methyltransferase 1 (Homo sapiens), P26358; in the data active means inhibition above about 50%
STEP inh – STEP phosphatase inhibitors, primary screen, biochemical, fluorescence intensity, uHTS; Tyrosine-protein phosphatase non-receptor type 5 (Homo sapiens), P54829; recombinant STEP, OMFP fluorogenic substrate; inhibition, % at 20 µM; 360,000 compounds, 0.25% hits;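 active means inhibition at 20 µM, scaled per plate between control wells, above about 37%, limit read from the data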;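 further: 0% = DMSO with enzyme and substrate and 100% = substrate only without enzyme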
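Material: STEP (striatal-enriched tyrosine phosphatase) enzyme, cell-free; Compound dosing: 20 µM single dose in 1% DMSO; Technique: fluorescence read at 480 nm ex / 540 nm em; Times: reaction 20 min, ambient temperature; Medium: 50 mM Bis-Tris pH 6.0 with 2.5 mM DTT and 0.005% Tween 20; Also added: OMFP at 25 µM.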
Starred values were filed as active, the others as inactive; nt = no result given.

[1] Cc1nc2ccccc2n1CC(O)c1ccccc1 (stereo not drawn)
[2] CCc1nc2ccc(C(=O)N3CCN(C(=O)c4ccco4)CC3)cn2c1N(C)Cc1cccs1
[3] COc1ccc(C(CCNCc2ccc(OC(C)C)cc2)c2ccccc2OC)cc1 (stereo not drawn)
[4] CCN(CC)S(=O)(=O)c1cccc(C(=O)N2CC(O)CC2C(=O)OC)c1 (stereo not drawn)
[5] O=C(CSc1nnc(-c2cccs2)n1-c1ccccc1)NCc1ccc2c(c1)OCO2
[6] Nc1nc(-c2ccccc2)[nH]c(=O)c1N
[7] Cc1ccc(CNC(=O)C(Cc2ccccc2)n2cccc2)cc1 (stereo not drawn)
[8] COc1ccc(C(=O)NCCN=C2NS(=O)(=O)c3ccccc32)cc1

compound no.	1	2	3	4	5	6	7	8
Tb MetRS inh	-0.7	-0.2	-0.5	-1.2	-0.1	-0.5	0.4	0.5
E coli Lon inh	-1	7	8	2	-4	-6	2	4
bovine MsrA act	-4	0	0	-1	-3	-7	-3	-2
STEP inh	-2	2	4	0	-2	0	0	0
DNMT1 inh	2	-3	3	-5	-5	-6	0	-1
MsrA inh	3.0	0.6	-2.6	-0.1	-1.3	1.4	0.7	-0.1
Scp1 inh	-6	nt	8	4	2	-4	-7	-1
LMPTP inh	1.9	0.6	4.0	-1.1	-0.8	-1.0	-0.4	0.6
CendR NRP1 mod	3	14	-1	9	11	-7	5	-1
SUMO1-SIM PPI	4	-2	-36	-1	0	-2	5	31

[9] CCOc1ccc(Cl)cc1S(=O)(=O)N1CCN(c2ccc(F)cc2)CC1
[10] Cc1ccc(F)cc1C(=O)N1CCCCC1c1cc(C(=O)Nc2ccccc2)no1 (stereo not drawn)
[11] Cc1ccc(S(=O)(=O)c2nc(-c3ccccc3)oc2SCC(=O)NCC2CCCO2)cc1 (stereo not drawn)
[12] COc1cc(NC(=O)Nc2nc(C(N)C(C)C)cs2)cc(OC)c1OC (stereo not drawn)
[13] O=C(O)COc1ccccc1C=NNC(=O)c1ccccc1NS(=O)(=O)c1cccs1
[14] Cc1cc(SCCOc2ccc(Br)cc2)nc(N)n1
[15] O=C(Cn1nnc2ccccc21)OCC(=O)c1ccccc1
[16] CC(NC(=O)c1ccc(Cl)cc1Cl)C(c1ccccc1)N1CCOCC1 (stereo not drawn)

compound no.	9	10	11	12	13	14	15	16
Tb MetRS inh	-0.8	-0.2	0.1	-0.2	-0.1	1.5	-0.9	-0.5
E coli Lon inh	-14	0	5	2	-1	-4	-5	0
bovine MsrA act	-4	1	-3	-1	-5	0	4	-10
STEP inh	-1	0	3	4	-3	-6	7	0
DNMT1 inh	-1	1	-3	-15	0	-6	-2	-1
MsrA inh	-0.4	-1.6	-1.2	0.4	4.1	0.4	0.4	0.0
Scp1 inh	0	nt	-6	nt	-2	0	-1	-3
LMPTP inh	2.5	0.2	0.8	-1.2	-1.8	3.0	-1.8	2.4
CendR NRP1 mod	3	-3	2	-2	-18	2	-5	-5
SUMO1-SIM PPI	0	1	8	-5	19	2	-2	0

[17] Nc1cc2c(cc1Cl)-c1ccc(Cl)cc1C2=O
[18] Cc1ccc(-c2cc(C(=O)NCCCN3CCOCC3)c3ccc(Cl)c(C)c3n2)cc1
[19] Cc1ccc(/C=N/NC(=O)Cn2nccc2C)o1
[20] CCCOc1ccc(/C=C/C(=O)NCc2ccccc2)cc1
[21] CC/C(Cc1ccccc1)=N\NC(=O)c1cc(C)oc1C
[22] CN(C)CCN1C(=O)C(=O)/C(=C(/O)c2ccc(F)cc2)C1c1ccccc1 (stereo not drawn)
[23] COc1ccc(NC(=O)NC(C)C2CC3CCC2C3)cc1 (stereo not drawn)
[24] O=C(O)CC/C(=N/Nc1ncc(C(F)(F)F)cc1Cl)C(=O)O

compound no.	17	18	19	20	21	22	23	24
Tb MetRS inh	-0.2	-0.3	-0.7	-0.4	-0.3	0.5	-0.9	-0.1
E coli Lon inh	-1	-22	0	4	-3	-1	0	4
bovine MsrA act	-6	-2	-14	-6	1	-1	-10	2
STEP inh	8	4	0	2	0	6	-2	-2
DNMT1 inh	8	0	2	6	1	-2	-3	0
MsrA inh	1.5	-0.2	0.2	2.9	0.3	1.3	-0.8	-0.5
Scp1 inh	5	-8	-2	-2	-7	1	3	-7
LMPTP inh	0.2	-4.5	-1.9	0.0	0.2	-5.8	0.2	-0.7
CendR NRP1 mod	-2	18	-10	6	-4	5	10	-11
SUMO1-SIM PPI	-4	-17	-6	-2	2	-3	1	3

[25] O=S(=O)(/C(=C/c1ccc(C(F)(F)F)cc1)c1nc2ccccc2[nH]1)c1ccccc1
[26] Cn1c(COc2ccc([N+](=O)[O-])cc2)nnc1SCC(=O)NCC1CCCO1 (stereo not drawn)
[27] O=C(Nc1cccc(F)c1)N1CCC(c2ccccc2)CC1
[28] O=C(O)c1cc([N+](=O)[O-])ccc1NCCCc1ccccc1
[29] CN1c2ccccc2Sc2cc(N)ccc21
[30] Cc1ccc(C)c2nc(SCC(=O)Nc3ccc4c(c3)OCO4)c(C#N)cc12
[31] O=C(COC(=O)c1cc(-c2cccs2)nn1-c1ccccc1)Nc1ccc(Cl)c([N+](=O)[O-])c1
[32] CC(C)COP(=O)(c1ccc(N(C)C)cc1)C(O)c1ccccn1 (stereo not drawn)

compound no.	25	26	27	28	29	30	31	32
Tb MetRS inh	0.8	0.1	-0.8	-0.2	1.4	-0.4	-0.1	-1.0
E coli Lon inh	-6	-7	4	-11	-7	-6	-10	3
bovine MsrA act	-2	-5	-2	-3	-8	-5	-2	2
STEP inh	-1	-1	4	0	1	-4	4	-1
DNMT1 inh	3	0	-2	2	-15	0	-6	-3
MsrA inh	0.6	0.8	-1.1	0.8	1.2	-0.2	1.6	0.8
Scp1 inh	-2	-2	-7	-9	-2	-16	-9	-3
LMPTP inh	0.3	-1.1	-0.3	-0.6	2.9	-1.0	3.2	-0.3
CendR NRP1 mod	0	2	-8	-10	-4	-12	-6	-8
SUMO1-SIM PPI	-1	-11	3	-20	2	-1	4	-2

Record cards, from the list above. Order of screens: Tb MetRS inh, E coli Lon inh, bovine MsrA act, STEP inh, DNMT1 inh, MsrA inh, Scp1 inh, LMPTP inh, CendR NRP1 mod, SUMO1-SIM PPI
`O=C(Nc1cccc(F)c1)N1CCC(c2ccccc2)CC1` across the screens: -0.8, 4, -2, 4, -2, -1.1, -7, -0.3, -8, 3
`O=S(=O)(/C(=C/c1ccc(C(F)(F)F)cc1)c1nc2ccccc2[nH]1)c1ccccc1` across the screens: 0.8, -6, -2, -1, 3, 0.6, -2, 0.3, 0, -1
`Cc1ccc(C)c2nc(SCC(=O)Nc3ccc4c(c3)OCO4)c(C#N)cc12` across the screens: -0.4, -6, -5, -4, 0, -0.2, -16, -1.0, -12, -1
`CN1c2ccccc2Sc2cc(N)ccc21` across the screens: 1.4, -7, -8, 1, -15, 1.2, -2, 2.9, -4, 2

Carrying on.
[33] N/C(=N\OC(=O)CCCCCN1C(=O)c2ccccc2C1=O)c1ccccn1
[34] Cc1ccc(OC(C)C(=O)Nc2ccc(C)c(S(=O)(=O)Nc3ccc(C)cc3C)c2)cc1 (stereo not drawn)
[35] O=C(O)c1cc(N=Nc2c(O)ccc3ccccc23)cc(C(=O)O)c1
[36] C=CCN(CC=C)Cc1c(O)ccc2c1oc(=O)c1ccccc12
[37] Clc1cccc(Cl)c1C1=NOC(c2nnc(-c3ccccc3)o2)C1 (stereo not drawn)
[38] c1csc(CNc2ncnc3sccc23)c1
[39] COCCCN=Cc1c(C)[nH]n(-c2ccc(Br)cc2Br)c1=O
[40] COc1cccc(CNC(=O)CCC(=O)N2Cc3cccc(OC)c3Oc3ncccc32)c1OC
[41] Cc1ccc(NC(=O)CN(C)S(=O)(=O)c2cccc3cccnc23)cc1F
[42] Nc1nc2n(n1)C(c1ccccc1)CC(c1ccc(F)cc1)N2 (stereo not drawn)

compound no.	33	34	35	36	37	38	39	40	41	42
Tb MetRS inh	0.6	-1.0	-0.1	-0.3	-0.2	0.2	-1.3	-0.5	-0.6	-1.2
E coli Lon inh	-3	6	3	-1	6	0	0	-11	-6	-3
bovine MsrA act	-1	-9	-4	-8	-2	-4	-10	-2	-14	1
STEP inh	0	3	12	2	0	-15	-1	-1	-2	2
DNMT1 inh	0	-12	-2	55*	1	-1	-1	-7	-2	-1
MsrA inh	2.2	0.6	0.8	3.4	-0.6	-0.7	3.0	0.0	0.1	-0.1
Scp1 inh	-3	-2	13	56*	-10	-4	6	-7	19	-4
LMPTP inh	-0.2	4.1	13	5.0	1.9	1.0	-1.1	0.2	0.5	-0.8
CendR NRP1 mod	10	10	-37	-32	2	-14	-7	-8	0	-1
SUMO1-SIM PPI	-6	-1	-11	16	0	-1	-1	5	11	8

Random draw from the library, and some 4.3% of all compounds hit somewhere here.
